Screening data from PubChem.
PV pol inh: inhibitors of poliovirus RNA polymerase binding and polymerization | P03300 | poliovirus polymerase elongation, fluorescence polarization; stronger effect = lower value | % elongation, % (compound at 16.7 µg/mL) | 150,000 compounds, 0.66% hits; in the data active = % elongation below about 90%; also: some results filed as inactive read as strong as hits
Target sequence (P03300 1749-2209 limits assumed): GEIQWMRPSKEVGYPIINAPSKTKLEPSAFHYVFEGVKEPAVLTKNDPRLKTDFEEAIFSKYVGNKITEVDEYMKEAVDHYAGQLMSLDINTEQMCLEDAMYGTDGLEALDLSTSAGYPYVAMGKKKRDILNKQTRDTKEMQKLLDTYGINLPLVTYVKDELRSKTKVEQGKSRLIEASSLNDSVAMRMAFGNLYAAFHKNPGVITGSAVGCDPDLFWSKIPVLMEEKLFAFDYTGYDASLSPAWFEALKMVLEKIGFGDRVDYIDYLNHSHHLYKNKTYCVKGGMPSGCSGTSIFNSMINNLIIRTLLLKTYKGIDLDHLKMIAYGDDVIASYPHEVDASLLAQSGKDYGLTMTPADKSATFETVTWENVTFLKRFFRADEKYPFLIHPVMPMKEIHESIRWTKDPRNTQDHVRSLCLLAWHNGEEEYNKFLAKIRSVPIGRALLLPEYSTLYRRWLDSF
PV pol inh FP z-score: recorded beside PV pol inh, whose call it bears; z-score; measured here: FP z-score; hits read low
Active calls of the source: *.

SMILES	PV pol inh	PV pol inh FP z-score
CCCN1C(=O)c2[nH]nc(-c3ccccc3)c2C1c1cccc(O)c1 (stereo not given)	109	0.3
O=C(CN1C(=O)/C(=C\c2ccccc2)Oc2ccccc21)NCCc1ccccc1	99	-1.4
CC1(C)Cc2ccccc2CN1C(=O)c1ccccc1	102	0.2
CSc1ccccc1C(=O)Nc1ccccc1	101	-0.3
CCCN(CCC)CCCNC(=O)c1cc2c(-c3ccc(Cl)cc3)nn(C)c2s1	93	-2.1
Cc1nn(CC(=O)N2CCN(c3ccccc3)CC2)c(=O)c2cc3sccc3n12	108	0.6
CC1CN(Cc2c(O)ccc3c(=O)c(-c4ccccc4)coc23)CC(C)O1 (stereo not given)	102	0.1
Cc1ccc(NC(=O)c2cnc3ccccn3c2=O)cc1	104	1.3
CC1=C(C(=O)N2CCCCC2)C2(CCC(C)CC2)OC1=O (stereo not given)	102	1
Cn1c(=O)c2cc(C(=O)N3CCCC3)sc2c2ccccc21	102	0
Cn1nc2c(c1N)CCC2	104	0.2
CCc1ccc2nc(NC(=O)Cn3ccc(=O)[nH]c3=O)sc2c1	103	-0.2
O=C1C(=O)N(CCc2c[nH]c3ccccc23)C(c2ccccn2)/C1=C(/O)c1ccccc1 (stereo not given)	97	-1
CC1(C)C2CC=C(/C=N/NC(=O)COc3ccc(C#N)cc3)C1C2 (stereo not given)	101	-0.1
CCSc1nc2n(n1)C(c1cccs1)C1=C(CCCC1=O)N2 (stereo not given)	101	-0.1
CC(NC1CCN(C)CC1)c1ccccc1 (stereo not given)	99	-0.8
Clc1cccc(OCCN2CCN(c3ccccc3)CC2)c1	104	0.2
Cc1ccccc1C(=O)Nc1nnc(S(=O)(=O)N2CCCCCC2)s1	110	0.3
Cc1cc(C)nc(SCC(=O)OCC(=O)c2ccc3c(c2)OCO3)n1	103	-0.1
O=C(NCC1CCCCC1)c1ccc2c(c1)OCCO2	100	-0.5
COc1ccc(CNC(=O)c2nn(C)c3c2CS(=O)(=O)c2ccccc2-3)cc1	104	-0.5
CC(=O)OC1OCCOC1NC(=S)Nc1cccc(C(F)(F)F)c1 (stereo not given)	101	0.1
O=S(=O)(c1ccc2c(c1)Cc1ccccc1-2)N1CCOCC1	103	0.5
O=C(CC1C(=O)N(c2ccccc2)C(=O)N1CCc1cccs1)Nc1ccc(F)cc1 (stereo not given)	102	-0.3
CC(C)N(C(=O)Cn1nnc2ccccc21)C(C(=O)NCc1ccco1)c1ccccc1 (stereo not given)	101	-0.3

Random excerpt: four records from the list
SMILES	PV pol inh	PV pol inh FP z-score
O=S(=O)(c1ccc2c(c1)Cc1ccccc1-2)N1CCOCC1	103	0.5
Cc1ccccc1C(=O)Nc1nnc(S(=O)(=O)N2CCCCCC2)s1	110	0.3
CC1(C)C2CC=C(/C=N/NC(=O)COc3ccc(C#N)cc3)C1C2 (stereo not given)	101	-0.1
CC(NC1CCN(C)CC1)c1ccccc1 (stereo not given)	99	-0.8

Later entries
SMILES	PV pol inh	PV pol inh FP z-score
CN(C(=O)CSc1nc2ncccc2[nH]1)C1CCCCC1	100	-0.4
O=C(O)c1ccc(Cn2c(SCc3ccccc3F)nc3ccncc32)cc1	98	-0.6
COC(=O)c1ccccc1NC(=O)Cn1nc(C(F)(F)F)c2c1CCCC2	107	0.7
Cc1[nH]c2ccccc2c1/C=C(\C#N)C(=O)NCc1ccco1	101	-0.2
Cc1ccc(CCNC(=O)c2cc3ccccn3n2)cc1	105	-0.3
CCc1ccc(/C=C2/C(=O)N(C)c3ccccc32)cc1	104	0
CCOc1ccc(-n2c(O)c(/C=N/Nc3nc(C)cc(C)n3)c3ccccc3c2=O)cc1	106	0.5
CC(=O)NC(NC(C)=O)c1ccc2c(c1)OCO2	102	0.2
O=C(Cn1c(-c2cccs2)cc2ccccc21)NCCC1=CCCCC1	100	-0.3
O=C(NCCCn1ccnc1)c1cc2ccccc2oc1=O	104	1.2
COc1ccc(N2CC(NC(=O)c3ccco3)CC2=O)cc1 (stereo not given)	108	0.2
CCOc1ccc(C(=O)c2cn(CC(=O)Nc3ccc(C)c(Cl)c3)c3ccc(OCC)cc3c2=O)cc1	109	0.3
O=C(NCCCN1CCN(c2ccc(F)cc2)CC1)c1cccn2c(=O)c3ccccc3nc12	103	1
COC(=O)c1ccc(NS(=O)(=O)c2ccc(-n3cccn3)cc2)cc1	103	-1
COc1cccc(N2CCN(C(=O)c3cnn(-c4ccc(C)cc4C)c3C3CCN(C(=O)OC(C)(C)C)CC3)CC2)c1	107	0.3
CN(C)N=Nc1ccc(S(N)(=O)=O)cc1	106	1.3
Cc1ccc(-c2ccc(C#N)c(=O)n2CC(=O)N(C)C)cc1	102	0.3
NC(=O)C1(C(N)=O)CCC1	99	-0.7
CN1C(=O)C(=Cc2ccc(O)cc2)C(=O)N(C)C1=S	100	-0.1
O=C(CSc1nc2ccccc2[nH]1)NO	102	0.3
Cc1ccc(NNC(=O)c2ccno2)cc1Cl	105	1.1
Cc1cccc(N2CCN(C(=O)c3c4c(nc5ccccc35)C(=O)N(C3CCCCC3)C4)CC2)c1C	114	0.7
COC(=O)C1=C(CN2CCCC2)NC(=O)NC1c1ccc(OC)cc1 (stereo not given)	103	0.5
S=C(Nc1ccc(Cl)cc1)N1CCN=C1Nc1ccc(Cl)cc1	97	-0.8
COc1ccc(SCc2cc(=O)c3ccc(C)c(C)c3[nH]2)cc1	102	-0.9
More records follow.
SMILES	PV pol inh	PV pol inh FP z-score
N#CC(c1nc2ccccc2nc1Cl)S(=O)(=O)c1ccccc1 (stereo not given)	107	0.8
O=C1c2cccnc2C(Nc2ccc(Br)cc2)N1C1CCCCC1 (stereo not given)	100	0.1
CN1/C(=c2/sc(=C3C(=O)NC(=S)NC3=O)n(C)c2=O)Sc2ccccc21	85	-3.1
Cc1ccccc1OCC(=O)Nc1ccccc1Nc1ccccc1	102	0.3
CC(C)(CN1CCN(C(c2ccccc2)c2ccccc2)CC1)NS(=O)(=O)c1ccccc1	108	0.4
O=C(O)CCn1nnc(-c2cccs2)n1	104	0.9
O=C1CN(C(=O)c2ccc(Br)cc2)c2ccccc2N1	102	0.3
O=C(COc1ccc(Cl)cc1)Nc1ccccc1C(=O)OCc1cc(=O)n2ccsc2n1	103	-0.7
Cc1ccc(F)cc1NC(C#N)c1ccccc1 (stereo not given)	100	-0.2
CCCCN(CC)CCCNC(=O)c1ccc2c(c1)NC(=O)CN2C	113	0.6
C#CC1(O)CN2CCC1CC2 (stereo not given)	100	-0.2
O=C(Oc1ccccc1N1CCOCC1)c1cccnc1Sc1ccc(Cl)cc1	103	-0.2
CCC(NC(=O)NCc1ccc2c(c1)OCO2)(C(F)(F)F)C(F)(F)F	98	-0.5
Cc1cc(SCc2ncon2)c(Cl)cc1Cl	96	-1.1
COc1ccc(-n2nnnc2SCC(=O)c2ccc3c(c2)OCCO3)c(OC)c1	104	0.8
Cc1cccc(N=CC=C2OC(C)(C)C(C)(C)O2)c1	103	0.5
N#CCCn1nc(-c2ccc(Cl)cc2)cc1-n1c(C(F)(F)F)nc2ccccc21	106	0.4
CN(C(=S)NCc1ccccc1)C1CCCCC1	104	2.1
CCOC(=O)c1c(NC(=O)c2ccc(OC)cc2)sc2c1CC(C)CC2 (stereo not given)	107	0.2
O=C(c1ccccc1)c1cccc(NC(=O)C2CC2)c1	102	0.4

Of the compounds above, 18 have four or more nitrogen atoms:
SMILES	PV pol inh	PV pol inh FP z-score
CCCN(CCC)CCCNC(=O)c1cc2c(-c3ccc(Cl)cc3)nn(C)c2s1	93	-2.1
Cc1nn(CC(=O)N2CCN(c3ccccc3)CC2)c(=O)c2cc3sccc3n12	108	0.6
CCc1ccc2nc(NC(=O)Cn3ccc(=O)[nH]c3=O)sc2c1	103	-0.2
CCSc1nc2n(n1)C(c1cccs1)C1=C(CCCC1=O)N2 (stereo not given)	101	-0.1
Cc1ccccc1C(=O)Nc1nnc(S(=O)(=O)N2CCCCCC2)s1	110	0.3
CC(C)N(C(=O)Cn1nnc2ccccc21)C(C(=O)NCc1ccco1)c1ccccc1 (stereo not given)	101	-0.3
CN(C(=O)CSc1nc2ncccc2[nH]1)C1CCCCC1	100	-0.4
CCOc1ccc(-n2c(O)c(/C=N/Nc3nc(C)cc(C)n3)c3ccccc3c2=O)cc1	106	0.5
O=C(NCCCN1CCN(c2ccc(F)cc2)CC1)c1cccn2c(=O)c3ccccc3nc12	103	1
COc1cccc(N2CCN(C(=O)c3cnn(-c4ccc(C)cc4C)c3C3CCN(C(=O)OC(C)(C)C)CC3)CC2)c1	107	0.3
CN(C)N=Nc1ccc(S(N)(=O)=O)cc1	106	1.3
Cc1cccc(N2CCN(C(=O)c3c4c(nc5ccccc35)C(=O)N(C3CCCCC3)C4)CC2)c1C	114	0.7
S=C(Nc1ccc(Cl)cc1)N1CCN=C1Nc1ccc(Cl)cc1	97	-0.8
CN1/C(=c2/sc(=C3C(=O)NC(=S)NC3=O)n(C)c2=O)Sc2ccccc21	85	-3.1
O=C(O)CCn1nnc(-c2cccs2)n1	104	0.9
CCCCN(CC)CCCNC(=O)c1ccc2c(c1)NC(=O)CN2C	113	0.6
COc1ccc(-n2nnnc2SCC(=O)c2ccc3c(c2)OCCO3)c(OC)c1	104	0.8
N#CCCn1nc(-c2ccc(Cl)cc2)cc1-n1c(C(F)(F)F)nc2ccccc21	106	0.4

Some of the compounds tested; the hit share may differ from the screen's.
